SK-BR-3 tox 24h: SK-BR-3 proliferation inhibitors | 0.47% of 41,000 active | SK-BR-3 viability, CellTiter-Glo ATP luminescence, 24 h; active compounds read low | viability, % at 10 µM;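 active = viability at or below the median of all test compounds minus 3 SD, in both replicates if run twice, cut at about 45% in these data; inconclusive = duplicate replicates that disagree with each other; inactive = viability above that cutoff in every replicate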;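 also: 100% = median untreated cell wells and 0% = median positive control drug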
The depositor's hits bear a star; ? = inconclusive. This is a subset; rates above refer to the full screens.

molecule,SK-BR-3 tox 24h
COc1cc(C(=O)N2CCN(C(=O)c3ccco3)CC2)cc(OC)c1OC,127
CCCCOC(=O)c1ccc(NS(=O)(=O)c2cc(-c3nnnn3CC)ccc2OC)cc1,80
CC1(C)C2CCC13CS(=O)(=O)N[C@@H]3C2 (stereo partly specified),88
Oc1cccc(/C=N/c2c(-c3ccco3)nc3ccccn23)c1,99
Cc1ccc(S(=O)(=O)N2CCCC(C(=O)NC3=NCCS3)C2)cc1 (stereo unspecified),71
COCC(=O)c1[nH]c2ccccc2c1C,85
Fc1ccc(C2CC(c3ccco3)n3ncnc3N2)cc1 (stereo unspecified),93
O=C(NCc1cccs1)c1cc(-c2ccccc2)on1,83

Additional results:
molecule,SK-BR-3 tox 24h
COC(=O)c1ccccc1NC1OC(=O)c2ccccc21 (stereo unspecified),127
CC(=O)Cc1ccccc1OC(=O)c1ccco1,85
COc1ccc(CNC(=O)C2CCN(C(=O)[C@@H](CC(C)C)NC(=O)OC(C)(C)C)CC2)cc1,89
CCSc1nnc(NC(=O)C2CCCCC2)s1,98
CN(C)c1ccc(C=Nc2ccc(N(C)C)cc2)cc1,93
COc1ccc(Nc2nc(N3CCCC3)nc3ccccc23)c(OC)c1,?
Cc1nc2cc(-c3cccc(Cl)c3)nn2c(N2CCN(C(=O)c3ccco3)CC2)c1C,62
CCN(CC)S(=O)(=O)c1ccc(C(=O)NCC(c2cccs2)N2CCOCC2)cc1 (stereo unspecified),102

(continued)
molecule,SK-BR-3 tox 24h
CCOC(=O)c1[nH]c(C)c(CN(CCc2ccccc2)C(=O)CCC(=O)O)c1C,90
O=C(NCc1ccc2c(c1)OCO2)c1cc2ncc(Br)cn2n1,101
CCCn1c(SCC(=O)Nc2nnc(C(C)C)s2)nc2c1c(=O)n(C)c(=O)n2C,107
CCN(CC)CCCN1C(=O)C(O)=C(C(=O)c2ccc(C)o2)C1c1ccco1 (stereo unspecified),95
O=C(O)C1CC(=O)N(CCOc2ccccc2)C1 (stereo unspecified),85
O=C(Nc1cccc(Oc2c(F)c(F)c(F)c(F)c2F)c1)N1C[C@@H]2C[C@@H](C1)c1cccc(=O)n1C2,84
C=CCn1c(Cc2ccc(OC)cc2)nnc1SCc1nc2ccccc2c(=O)[nH]1,98
O=C(O)CCCCCNC(=O)CCn1nnc2ccccc2c1=O,99

The final 2 entries of the section above are carried over, then new ones follow:
molecule,SK-BR-3 tox 24h
C=CCn1c(Cc2ccc(OC)cc2)nnc1SCc1nc2ccccc2c(=O)[nH]1,98
O=C(O)CCCCCNC(=O)CCn1nnc2ccccc2c1=O,99
COc1ccc(-c2nnc(SCc3cccc(C#N)c3)o2)cc1,80
CCCSc1nc(O)c(C2OC(=O)c3c2ccc(OC)c3OC)c(=O)n1C (stereo unspecified),98
Clc1ccc(-c2nnc3sc(Cc4cccs4)nn23)c(Cl)c1,71
CC(=O)c1cc(-c2ccccc2)[nH]c1N1CCCC1,90
Cc1cc(C)c(C#N)c(SCC(=O)CC(=O)OC(C)C)n1,80
Cn1c(=O)c(=O)n(C)c2cc(S(=O)(=O)N3CCN(Cc4ccccc4)CC3)ccc21,84
CC1(C)NC(=O)NC2(C)NC(=O)NC(C)(C)C12 (stereo unspecified),95
CC(=O)Nn1cnc2c(c1=O)C1(CCCC1)Cc1ccccc1-2,95

(next part)
molecule,SK-BR-3 tox 24h
CCC(=O)c1ccc(OC(=O)c2ccc(Br)o2)cc1,85
Cc1c(O)c(CN2CCCC(C)C2)cc2c3c(c(=O)oc12)CCC3 (stereo unspecified),84
CC1CNCCN1S(=O)(=O)c1cccc2cnccc12 (stereo unspecified),75
Cc1ccc(-c2noc(CCC(=O)NCCN3CCOCC3)n2)cc1,94
CC(=O)Nc1cc(N2C(=O)CCC2=O)ccc1Cl,88
O=C(O)c1cc2cccc(S(=O)(=O)N3CCOCC3)c2cc1O,75
COc1ccc2nc(NC(=O)CSc3nc4ccccc4o3)sc2c1,93
CCOC(=O)c1ccc(Oc2nc(NC)nc(SC)n2)cc1,112

Following part
molecule,SK-BR-3 tox 24h
O=C1c2sc3nc4ccccc4n3c2C(=O)N1c1ccccc1Cl,88
COc1cccc(OC)c1OCCCc1c(C)n[nH]c1C,141
O=C1CCCN1c1ccc(S(=O)(=O)N2CCC(c3ccccc3)CC2)cc1,76
CC(C)(C)c1nc(SCC(=O)NCc2ccco2)c2ccccc2n1,84
CCOc1cccc2cc(-c3nnc(-c4ccccc4)o3)c(=O)oc12,90
O=C(Nc1ccccc1C(=O)NCc1ccco1)c1ccccc1,80
C=CCc1cccc2cc(C(=O)OCC)c(=O)oc12,90
COc1ccc(C(c2nnnn2Cc2ccccc2)N2CCN(c3nc4ccccc4s3)CC2)cc1 (stereo unspecified),76

Next part.
molecule,SK-BR-3 tox 24h
c1ccc(CCN2CN(CCCN3CCOCC3)c3nc4ccccc4n3C2)cc1,103
CC(=O)NC(Cc1ccccc1)C(=O)N1CCN(C(=O)c2cccs2)CC1 (stereo unspecified),94
CC(=O)N=c1sc(S(N)(=O)=O)nn1C,99
COc1cc(C2NC(=O)c3ccccc3O2)cc(OC)c1OC (stereo unspecified),78
CCOC(=O)c1ccc(NC(=O)COc2ccccc2OC)cc1,84
CCOC(=O)N1CCC(N2Cc3cccc(C(=O)NCc4ccc5c(c4)OCO5)c3C2=O)CC1,78
CCSc1nc2c(c(=O)[nH]c(=O)n2C)n1CC(O)COc1ccccc1C (stereo unspecified),73
COC(=O)CN(c1ccc(OC)c(OC)c1)S(C)(=O)=O,87

Going on with the list:
molecule,SK-BR-3 tox 24h
CN1CCCN(Cc2ccccc2C(F)(F)F)CC1,101
CCOC(=O)N1CCN(C(=O)C2CCCN(c3ncnc4c3sc3cccc(F)c34)C2)CC1 (stereo unspecified),80
Cc1nc(-c2ccccc2)sc1C(N)=O,93
N#Cc1nc(COc2ccc(Br)cc2)oc1N1CCN(Cc2ccccc2)CC1,86
Cc1ccc2[nH]c(=O)c(CN(CCO)C(=O)NCc3ccccc3)cc2c1,58
O=C(CC1NC(=O)NC1=O)Nc1cccc2ccccc12 (stereo unspecified),127
Cc1nc(SCc2ccc(Br)cc2)[nH]c(=O)c1C,93
Cc1ccc2oc(-c3cccc(NC(=O)C4CCCO4)c3)nc2c1 (stereo unspecified),84

Later entries:
molecule,SK-BR-3 tox 24h
CCOC(=O)C1CCN(C(=O)Cc2c(F)cccc2Cl)CC1,98
CCOC(=O)C1CCN(S(=O)(=O)c2cccc(-c3csc(C)n3)c2)CC1,86
O=C(O)CC(NC(=O)C(c1ccccc1)c1ccccc1)c1ccco1 (stereo unspecified),97
Cc1ccc(Cl)cc1N1CCN(S(=O)(=O)c2cccc(S(=O)(=O)N3CCCC3)c2)CC1,95
CCSC1=C(C#N)C(=O)n2c1cc1c2CCCC1,89
Clc1ccc(-c2nn3c(-c4cccc(Cl)c4)nnc3s2)cc1,97
C=CCn1c(N)cc(=O)nc1SCC(=O)N1CCN(c2ccc(F)cc2)CC1,85
COC(=O)c1[nH]c2ccc(F)cc2c1NC(=O)CCN1CCN(C(=O)c2ccco2)CC1,98

The list goes on (three carried over from the part before).
molecule,SK-BR-3 tox 24h
Clc1ccc(-c2nn3c(-c4cccc(Cl)c4)nnc3s2)cc1,97
C=CCn1c(N)cc(=O)nc1SCC(=O)N1CCN(c2ccc(F)cc2)CC1,85
COC(=O)c1[nH]c2ccc(F)cc2c1NC(=O)CCN1CCN(C(=O)c2ccco2)CC1,98
O=C(OCCN1CCOCC1)c1ccc(OCCN2CCOCC2)cc1,92
CC1(C)C(c2cccs2)=[N+]([O-])C2(CCCCC/C2=N\O)N1O (stereo unspecified),141
CC(=O)Nc1ccc(OC(=O)C(CCS(C)(=O)=O)N2C(=O)c3ccccc3C2=O)cc1 (stereo unspecified),92
CCOC(=O)CSc1nc2cc(OC)ccc2cc1C#N,83
CCOc1ccccc1NC(=O)CSc1nc(N)c(C#N)cc1C#N,93
N#CC(c1nc2ccccc2nc1N1CCCCC1)S(=O)(=O)c1ccc(Cl)cc1 (stereo unspecified),86
Fc1ccc(-n2c(Cc3ccccc3)nnc2SCc2nc(-c3cccs3)no2)cc1,80
CCOc1ccc(CCNS(=O)(=O)c2c(C)n[nH]c2C)cc1OCC,94

Carrying on:
molecule,SK-BR-3 tox 24h
CCCCOc1ccc(CNn2c(C)nc3ccccc3c2=O)cc1,89
COc1ccc(NC(=O)CCN2CCCCCC2)c(OC)c1,99
CC1(C)N=C(/C=N/O)C=[N+]1[O-],105
Cc1cccc(NC(=O)Cn2nnc(-c3cccs3)n2)c1C,102
Nc1cc(N)nc(SCC(=O)NCC2CCCO2)n1 (stereo unspecified),86
Cc1ccccc1NC(=O)CCN1CCCCCC1,92
CCOC(=O)c1[nH]c(C)c(/C(O)=C2\C(=O)C(=O)N(CCN(C)C)C2c2ccncc2)c1C (stereo unspecified),110
O=C1c2cccnc2C(=O)N1Cc1ccc2c(c1)OCO2,92

Next part.
molecule,SK-BR-3 tox 24h
O=C(/C=C/N1CCOCC1)c1ccc(-c2ccccc2)cc1,116
COC(=O)CCC(=O)Nc1sc(C)c(C)c1C(N)=O,107
Cc1ccc(C2NC(=O)NC(O)(C(F)(F)F)C2C(=O)c2cccs2)o1 (stereo unspecified),95
CCC(=O)Nc1nn(C)c2nc3c(C)cccc3cc12,99
CC1(C)Oc2ccc3ccc(=O)oc3c2C(N2CCCCC2)C1O (stereo unspecified),112
CCC(C)(C)NC(=O)c1ccc2c(c1)N(CC(=O)OC)C(=O)C(C)(C)O2,86
CCOC(=O)C(O)(NC(=O)c1cccnc1)C(F)(F)F (stereo unspecified),91
O=C(NC1(C(F)(F)F)Oc2ccccc2O1)N1CCCC1,115

(cont.)
molecule,SK-BR-3 tox 24h
COc1ccccc1OCC(=O)Nc1nnc(-c2ccco2)s1,101
O=C(Nc1scc(-c2cccs2)c1C(=O)O)c1cccs1,112
CCOC(=O)Nc1ccc(NS(=O)(=O)c2ccc(C)cc2)cc1,92
COCCCn1c(SCC(=O)Nc2cccc(C(=O)OC)c2)nnc1-c1ccncc1,90
COc1cccc(COc2nc3c(c(=O)n(C)c(=O)n3C)n2C)c1,116
Cc1c(N=C2NC(=O)C(CC(=O)Nc3ccccc3)S2)c(=O)n(-c2ccccc2)n1C (stereo unspecified),114
Cc1ccc(-n2c(CSc3nc(C)cc(C)n3)nnc2SCC(=O)N2CCCC2)cc1,101
N#CCCNc1ccc(OCCC#N)cc1,124

Further compounds follow:
molecule,SK-BR-3 tox 24h
Cc1noc(C)c1CSc1nnc(C)c(=O)[nH]1,102
CCOC(=O)c1ccc(S(=O)(=O)NC2CCCCCCC2)n1C,86
COc1cccc(C(=O)N(Cc2nc(-c3ccc(C)cc3)no2)C(C)C)c1,75
COc1cc(S(=O)(=O)N2CCCCCC2)c(OC)cc1Br,94
CC1Cc2cc(/C(O)=C3\C(=O)C(=O)N(CCN(C)C)C3c3ccccc3F)ccc2O1 (stereo unspecified),99
CCOC(=O)N1CCN(S(=O)(=O)c2cc(Br)cnc2N)CC1,92
Cc1cc(C(=O)Nc2ccc(S(=O)(=O)Nc3nccs3)cc2)c(C)o1,95
CCOC(=O)c1c(CN2CCN(C)CC2)oc2ccc(O)cc12,122

Additional structures:
molecule,SK-BR-3 tox 24h
O=C(CSc1nnc(Cc2csc(Nc3cccc(Cl)c3)n2)o1)N1CCc2ccccc21,86
Cc1c(NC(=O)c2cc3nc(-c4ccccc4)cc(C)n3n2)c(=O)n(-c2ccccc2)n1C,99
Cc1ccc(-c2csc(NC(=O)CSc3ncn(-c4ccccc4)n3)n2)cc1,84
COc1ccc(N2CCN(C(=O)CSc3nnc(C)c(=O)[nH]3)CC2)cc1,93
COc1ccccc1NC(=O)C1CC(=O)N(c2ccc(F)cc2)C1 (stereo unspecified),85
COC(=O)c1sc2nc3c(cc2c1N)COC(C)(C)C3,100
O=S(=O)(NCCc1ccncc1)c1ccc(S(=O)(=O)N2CCCCCC2)cc1,87
CCCCCOc1ccc(OC(=O)c2ccncc2)cc1,45

Three compounds out of the list, sorted by number of heavy atoms, smallest number first:
molecule,SK-BR-3 tox 24h
COC(=O)c1sc2nc3c(cc2c1N)COC(C)(C)C3,100
Cc1ccc(-c2csc(NC(=O)CSc3ncn(-c4ccccc4)n3)n2)cc1,84
Cc1c(NC(=O)c2cc3nc(-c4ccccc4)cc(C)n3n2)c(=O)n(-c2ccccc2)n1C,99

Other records
molecule,SK-BR-3 tox 24h
Clc1ccc(Oc2nc(N3CCOCC3)nc(N3CCOCC3)n2)c(C2CCCCC2)c1,102
N#CC12CCCCC1CC1CCCCC1(C#N)N2CCO (stereo unspecified),78
CC(C)Nc1nc(C#N)nc(NC(C)C)n1,102
COc1ccccc1NC(=O)Cn1cnc2c(cnn2-c2ccccc2)c1=O,101
CN(C)c1oc(-c2ccc(OCc3ccccc3)cc2)nc1C#N,104
CCS(=O)(=O)N1CCC(C(=O)Nc2cc(Cl)ccc2O)CC1,87
Cn1c(=O)c(C#N)c(-c2ccccc2)n2cnnc12,110
O=C(c1ccc(-c2ccccc2)cc1)N1CCC(C(=O)N2CCCC2)CC1,85

(next part)
molecule,SK-BR-3 tox 24h
CN(C)c1ccc(/C=c2\sc3nc(-c4ccccc4)nn3c2=O)cc1,95
COc1cc(N2C(=O)CSC23C(=O)Nc2ccccc23)cc(OC)c1OC (stereo unspecified),75
COc1ccc(C)cc1S(=O)(=O)N(C)CC(=O)Nc1ccc2c(c1)OCCO2,121
Cc1cccnc1-n1c(CCN2C(=O)c3ccccc3C2=O)nc2ccccc2c1=O,104
CC1(C)CC(=O)C=C(NCCCNC2CCCCC2)C1,85
CN(C)c1cc(N)c2ccccc2n1 (tested in a mixture with another compound),92
Cc1ccc(S(=O)(=O)NCCCNS(C)(=O)=O)cc1,94
Clc1ccc(-c2noc(COc3ccccc3)n2)cc1,91
O=C(Nc1ccc2oc(-c3ccccc3)nc2c1)c1ccncc1,110
O=C(CSc1nnc(CNc2ccccc2)o1)N1CCCc2ccccc21,77

Fetched one by one from above (3):
molecule,SK-BR-3 tox 24h
Clc1ccc(-c2noc(COc3ccccc3)n2)cc1,91
CN(C)c1cc(N)c2ccccc2n1 (tested in a mixture with another compound),92
COc1cc(N2C(=O)CSC23C(=O)Nc2ccccc23)cc(OC)c1OC (stereo unspecified),75

Bioassay records from PubChem BioAssay.
